Source: PubChem (several laboratories)
hcDAF12 agonist – H. contortus DAF-12 activation, primary screen; HEK293 hcDAF-12 lit1-tk-luc reporter, luminescence; 0% DMSO, 100% Δ7-dafachronic acid; activation, % at 6.8 µM; 1.4% of 370,000 active;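 active means activation above the mean of all tested compounds plus 3 SD, cut at about 5.5% in these data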;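 further: 100% = response to 3 µM Δ7-dafachronic acid high control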
NPR1 activator – GC-A (human) enzyme activation; P16066; HEK293 GC-A cells, cGMP TR-FRET, EC30 ANP; 0% at EC30 ANP, 100% saturating ANP; activation, % at 10 µM; 0.14% of 370,000 active; AID 1671463; in the data active means activation above about 40%
sPLA2-III inh – Blocks human group III sPLA2 activity; 0.56% of 370,000 active; AID 743126; inhibition, % at 12.2 µM; QFRET BODIPY PC-A2 liposome hydrolysis, fluorescence; Q9NZ20;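 active means inhibition above mean plus 3 SD of compounds lying within the high and low control bounds, cut at about 19% in these data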;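 further: 0% = median of test compound wells and 100% = no enzyme DMSO wells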
ssDAF12 agonist – activators of S. stercoralis DAF-12 nuclear receptor; HEK293 ssDAF-12/GRIP1 lit1-tk-luc reporter, luminescence; % of 3 µM dafachronic acid response; activation, % at 6.8 µM; 1% of 370,000 active;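 active means activation above the mean over all tested compounds plus 3 SD, cut at about 0.9% in these data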;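 further: 0% = DMSO-only wells and 100% = 3 µM delta7-dafachronic acid wells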
DAX1 inh-1 – inhibitors of DAX1 repression of SF-1 activated StAR promoter; inhibition, % at 6.8 µM; AID 652010; HEK293T StAR-luciferase reporter, SF-1/DAX-1 repression relief; 1.1% of 370,000 active;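 active means inhibition above the mean over all tested compounds plus 3 SD, cut at about 3.6% in these data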;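 further: 0% = DAX-1 cells with DMSO and 100% = cells lacking DAX-1 with DMSO; higher inhibition means more luminescence from relief of DAX-1 repression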
DAX1 inh-2 – inhibitors of human orphan nuclear receptor DAX1 (NR0B1); P51843; HEK293 Gal4-DAX1 luciferase reporter, luminescence; inhibition, % at 6.75 µM; 0.99% of 340,000 active; AID 504766;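 active means inhibition above the mean over all tested compounds plus 3 SD, cut at about 4.2% in these data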;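 further: 0% = DAX1-transfected cells with DMSO and 100% = empty-vector control cells with DMSO; inhibition shows as a rise in luminescence from relieved DAX1 repression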
Target sequence (P51843 207-470 limits assumed): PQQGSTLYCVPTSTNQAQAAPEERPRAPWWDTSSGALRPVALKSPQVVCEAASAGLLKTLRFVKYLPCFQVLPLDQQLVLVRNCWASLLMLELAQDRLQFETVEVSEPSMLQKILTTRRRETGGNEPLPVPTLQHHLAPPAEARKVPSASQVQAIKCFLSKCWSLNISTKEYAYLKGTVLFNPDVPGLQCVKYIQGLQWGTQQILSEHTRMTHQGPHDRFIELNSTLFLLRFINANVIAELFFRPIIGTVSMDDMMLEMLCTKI
NPR2 activator – GC-B (human) receptor activation; activation, % at 10 µM; AID 1920062; 0.11% of 370,000 active; P20594; HEK293-GC-B cells, CNP EC30, cGMP TR-FRET; 0% at EC30 CNP, 100% saturating CNP;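 active means activation at 10 µM reaching about 35% in either raw or pattern-adjusted values, limit read from the data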
hgDAF-12 ag – hgDAF-12 agonism, primary luciferase screen; HEK293 GAL4-hgDAF12 UAS-luciferase reporter, agonist luminescence; normalized to butyrate control; 1.8% of 370,000 active; activation, % at 6.8 µM;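 active means activation above a cutoff set at the mean of all screened compounds plus 3 SD, cut at about 10% in these data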;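 further: 0% = DMSO wells and 100% = sodium butyrate wells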
SMARCA2 activ – activators of SMARCA2 function. MG213 cells, MMTV-luciferase reporter, dexamethasone, overnight. activation, % at 9.1 µM. 1% of 370,000 active; in the data active means activation above about 7.8%;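 further: 0% = vehicle wells and 100% = reference activator wells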
KLK7 zymogen act – activators of human kallikrein-7 zymogen. P49862. activation, % at 7 µM. AID 652039. 0.9% of 370,000 active. purified proKLK7, EDANS-DABCYL substrate fluorescence; 100% is mature enzyme control, 0% vehicle;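 active means activation above the mean of all tested compounds plus 3 SD, computed per campaign excluding outliers beyond control limits, cut at about 13% in these data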
Target sequence (P49862 whole entry, looked up): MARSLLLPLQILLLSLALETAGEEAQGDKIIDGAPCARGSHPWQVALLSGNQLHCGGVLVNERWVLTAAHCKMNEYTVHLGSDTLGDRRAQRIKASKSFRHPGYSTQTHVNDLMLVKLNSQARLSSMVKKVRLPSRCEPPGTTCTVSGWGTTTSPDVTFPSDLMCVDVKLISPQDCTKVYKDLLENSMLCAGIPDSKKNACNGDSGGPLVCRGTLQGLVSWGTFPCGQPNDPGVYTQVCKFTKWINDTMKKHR
GAA850 FXN act – increases GAA850 frataxin promoter reporter activity | HEK293 lucGAA850 FXN promoter luciferase reporter, 24 h; percent of 10 µM SAHA response | activation, % at 6 µM | 0.56% of 360,000 active;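 active means activation above the average of all compounds screened plus 3 SD, cutoff fixed separately per campaign, cut at about 7.5% in these data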;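 further: 0% = DMSO wells and 100% = 10 µM SAHA wells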
* = called active by the depositor; · = no result given. Compounds as they come. Share with any hit: about 6.7%.

SMILES	GAA850 FXN act	SMARCA2 activ	NPR2 activator	ssDAF12 agonist	hgDAF-12 ag	hcDAF12 agonist	NPR1 activator	sPLA2-III inh	DAX1 inh-2	KLK7 zymogen act	DAX1 inh-1
COc1ccc([N+](=O)[O-])cc1NC(C)C	2.9	0	2	-0.9	-1.1	-1.1	-2	3	0.2	0.8	-0.8
CCSc1nc2[nH]ncc2c(=O)[nH]1	0.1	0	-1	-1.4	1.6	0.1	1	3	-0.1	0.1	0.1
Cc1c(O)ccc(/C(Cc2ccc3ccccc3n2)=N\N)c1O	-8.6	-6	1	-2.1	-7.0	-2.6	10	-17	2.6	-1.1	-0.7
CN(C)c1ccc(-n2cccc2/C=N/n2cnnc2)cc1	3.3	4	1	-1.4	2.9	-0.7	0	-2	-2.0	-0.6	0.6
CCOC(=O)c1cccc(NC(=O)CSc2nnc(C)n2CC2CCCO2)c1 (configuration not stated)	1.7	-2	5	-0.7	-3.2	1.2	1	6	0.7	-0.7	0.1
O=C(NCCCn1ccnc1)C(=O)NCC1OCCCN1S(=O)(=O)c1ccccc1 (configuration not stated)	4.4	-3	-6	-1.1	1.3	-1.9	1	-1	-1.0	0.5	0.1
Cc1ccc(NC(=O)Cn2nc(C(=O)O)c3ccccc3c2=O)cc1S(=O)(=O)N1CCCCC1	2.1	3	-2	-0.9	-1.9	-1.5	1	-5	-0.5	0.0	-0.1
O=c1cc(-c2ccccc2)nc(N2CCN(Cc3ccccc3)CC2)[nH]1	-0.6	1	-2	-1.0	-0.2	-2.5	-5	-8	-0.7	0.9	0.3
Cn1c(=O)c2[nH]c(CN(Cc3ccccc3)Cc3ccccc3)nc2n(C)c1=O	-4.0	3	2	-2.1	2.0	0.2	-1	-1	-0.8	0.0	0.1
CCCn1c(=O)c(-c2nc3ccccc3[nH]2)c(O)c2ccccc21	1.4	-1	-1	0.4	-2.1	1.8	1	1	-1.0	-3.8	-0.1
Cc1ccnc2nc(C(=O)OCCOc3ccc(F)cc3)nn12	-0.2	-5	-4	-1.7	4.2	0.1	0	1	0.7	-0.1	0.6
Cn1nc(C(C)(C)C)cc1C(=O)NCc1ccc2c(c1)OCO2	-2.7	-2	4	-2.0	-5.3	-6.0	8	-3	-2.0	-0.5	-7.4

Ten structures already listed, arranged by SMILES length, descending.
SMILES	GAA850 FXN act	SMARCA2 activ	NPR2 activator	ssDAF12 agonist	hgDAF-12 ag	hcDAF12 agonist	NPR1 activator	sPLA2-III inh	DAX1 inh-2	KLK7 zymogen act	DAX1 inh-1
Cc1ccc(NC(=O)Cn2nc(C(=O)O)c3ccccc3c2=O)cc1S(=O)(=O)N1CCCCC1	2.1	3	-2	-0.9	-1.9	-1.5	1	-5	-0.5	0.0	-0.1
O=C(NCCCn1ccnc1)C(=O)NCC1OCCCN1S(=O)(=O)c1ccccc1 (configuration not stated)	4.4	-3	-6	-1.1	1.3	-1.9	1	-1	-1.0	0.5	0.1
O=c1cc(-c2ccccc2)nc(N2CCN(Cc3ccccc3)CC2)[nH]1	-0.6	1	-2	-1.0	-0.2	-2.5	-5	-8	-0.7	0.9	0.3
CCOC(=O)c1cccc(NC(=O)CSc2nnc(C)n2CC2CCCO2)c1 (configuration not stated)	1.7	-2	5	-0.7	-3.2	1.2	1	6	0.7	-0.7	0.1
CCCn1c(=O)c(-c2nc3ccccc3[nH]2)c(O)c2ccccc21	1.4	-1	-1	0.4	-2.1	1.8	1	1	-1.0	-3.8	-0.1
Cn1nc(C(C)(C)C)cc1C(=O)NCc1ccc2c(c1)OCO2	-2.7	-2	4	-2.0	-5.3	-6.0	8	-3	-2.0	-0.5	-7.4
Cc1c(O)ccc(/C(Cc2ccc3ccccc3n2)=N\N)c1O	-8.6	-6	1	-2.1	-7.0	-2.6	10	-17	2.6	-1.1	-0.7
Cc1ccnc2nc(C(=O)OCCOc3ccc(F)cc3)nn12	-0.2	-5	-4	-1.7	4.2	0.1	0	1	0.7	-0.1	0.6
CN(C)c1ccc(-n2cccc2/C=N/n2cnnc2)cc1	3.3	4	1	-1.4	2.9	-0.7	0	-2	-2.0	-0.6	0.6
CCSc1nc2[nH]ncc2c(=O)[nH]1	0.1	0	-1	-1.4	1.6	0.1	1	3	-0.1	0.1	0.1

The listing picks up, starting 2 compounds before the break.
SMILES	GAA850 FXN act	SMARCA2 activ	NPR2 activator	ssDAF12 agonist	hgDAF-12 ag	hcDAF12 agonist	NPR1 activator	sPLA2-III inh	DAX1 inh-2	KLK7 zymogen act	DAX1 inh-1
Cc1ccnc2nc(C(=O)OCCOc3ccc(F)cc3)nn12	-0.2	-5	-4	-1.7	4.2	0.1	0	1	0.7	-0.1	0.6
Cn1nc(C(C)(C)C)cc1C(=O)NCc1ccc2c(c1)OCO2	-2.7	-2	4	-2.0	-5.3	-6.0	8	-3	-2.0	-0.5	-7.4
Cc1c(NC(=O)c2nn(C)c(=O)c3ccccc23)c(=O)n(-c2ccccc2)n1C	-1.8	-3	1	-0.8	0.1	-1.9	-2	8	1.6	-0.1	0.7
Cc1cccc(NC(=O)c2cc(N3C(=O)CCC3=O)ccc2Cl)n1	1.9	-4	3	-1.4	0.6	-1.5	0	4	-0.4	0.0	-0.4
c1ccc(C2=NCCCN2)cc1	2.6	-2	-1	-0.7	-0.3	-1.6	0	4	-0.2	0.3	0.9
Cc1ccccc1CNC(=O)c1ccc2sc([C@H]3C[C@H](O)[C@@H](CO)O3)nc2c1	-0.2	-1	-2	-1.4	1.1	-2.5	1	-4	·	0.4	1.1
O=C(NCc1ccco1)c1ccc(S(=O)(=O)c2cccc(S(=O)(=O)N3CCOCC3)c2)cc1	0.6	-1	4	-1.2	-1.0	-1.9	7	-11	-0.9	-0.1	-0.8
O=C(CCN1C(=O)c2ccncc2C1=O)Nc1ccc2c(c1)OCCO2	-1.2	0	-4	-1.1	0.7	-1.4	2	7	-0.3	0.2	-0.1
O=S(=O)(/N=C(\[O-])C[n+]1ccccc1)c1ccc(Cl)cc1	-1.2	-1	3	-1.3	-0.8	-0.1	3	-1	1.2	-0.1	-0.1
CN(C[C@H](Cc1ccccc1)N(C[C@@H](Cc1cccc2ccccc12)N(CCc1ccccc1)N=O)N=O)N=O	-0.8	1	2	-0.3	1.6	2.2	0	-4	-0.3	0.2	1.6
CC(C)[C@H](NC(=O)Nc1ccc2c(c1)OCCO2)C(=O)O	0.2	-2	1	-0.8	-0.5	-1.6	0	5	1.2	0.6	0.7
COc1ccc(-c2cnn3c4c(c(C)nc23)CCN4C2CCCC2)cc1OC	4.7	-4	-3	-1.4	0.0	-0.5	-1	5	5.9*	0.2	0.2
CCN(C(=O)CCS(=O)(=O)c1cc2c(cc1Cl)NC(=O)CO2)c1ccccc1	-0.7	1	-2	-1.7	-2.9	-2.1	1	2	1.4	0.0	-0.1
COc1ccc(NC(=O)NC23CC4CC(CC(C4)C2)C3)cc1OC	2.4	1	-3	-1.2	-0.4	-0.5	0	-3	-0.8	0.3	0.3
